From PubChem
CHRM4 agonist: human M4 muscarinic receptor agonists, primary screen, CHO-K1 cells, Fluo-8 calcium fluorescence | Muscarinic acetylcholine receptor M4 (Homo sapiens), P08173 | CHO-K1 hM4/Gqi5; vehicle 0%, full acetylcholine response 100% | activation, % at 3 µM | actives 0.14% (n = 360,000) | AID 624127, 2012;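 active = activation above the run mean over all test wells plus 3 SD, cut at about 32% in these data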;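 note: peak over basal fluorescence ratio per well then scaled between controls; 0% = DMSO wells and 100% = acetylcholine at EC100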
CRFBP-R2 agonist: agonists of CRF-BP/CRF-R2 complex, primary screen, cell-based, HEK293, calcium dye fluorescence, uHTS | CRF-binding protein / CRF receptor 2 complex (human) | calcium dye fluorescence (FLIPR); percent of saturating CRF peptide response | activation, % at 13.2 µM | actives 0.46% (n = 350,000);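 active = activation of at least 50%, plus an integration ratio under a set limit after plate pattern correction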;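 note: plate controls were neutral control wells without compound for no effect and CRF at EC100 for full effect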
CHRM5 agonist: human M5 muscarinic receptor agonists, primary screen, CHO-K1 cells, Fluo-8 calcium fluorescence | AID 624037, 2012 | actives 0.19% (n = 360,000) | activation, % at 3 µM | Muscarinic acetylcholine receptor M5 (Homo sapiens), P08912 | CHO-K1 hM5 cells; 0% DMSO wells, 100% maximal acetylcholine response;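 active = activation above the run's mean over test compounds plus 3 SD, cut at about 23% in these data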;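 note: signal is peak over basal fluorescence ratio across the kinetic read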
CHRM4 PAM: human M4 muscarinic receptor positive allosteric modulators, primary screen, CHO-K1 cells, Fluo-8 calcium fluorescence | CHO-K1 hM4/Gqi5, ACh EC20; 0% = ACh EC20, 100% = maximal ACh | activation, % at 3 µM | Muscarinic acetylcholine receptor M4 (Homo sapiens), P08173 | actives 0.4% (n = 360,000);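 active = activation above its plate's cutoff, the mean activation of sample wells plus 3 SD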; note: some results filed as inactive read as strong as hits
M4 antag: human M4 muscarinic receptor antagonists, primary screen, CHO cells, Fluo-8 calcium fluorescence. AID 624125, 2012. inhibition, % at 3 µM. actives 0.73% (n = 360,000). Muscarinic acetylcholine receptor M4 (Homo sapiens), P08173. CHO-hM4 cells, ACh EC80;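 active = inhibition above its plate's cutoff, the mean inhibition of sample wells plus 3 SD, cut at about 27% in these data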;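 note: 0% = acetylcholine EC80 with DMSO and 100% = DMSO without agonist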
IDE cell inh: human IDE inhibitors in live cells, primary screen, fluorescence polarization, HEK cells, FAbetaB substrate; Insulin-degrading enzyme (Homo sapiens), P14735; FAbetaB cleavage; inhibition, % at 5.59 µM; actives 0.41% (n = 320,000); AID 434962, 2010;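 active = percent inhibition above the average of all tested compounds plus 3 SD, set per screening campaign, cut at about 16% in these data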;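 note: IDE supplied by intact live HEK cells; FP after avidin binding of uncleaved biotin substrate so inhibition keeps polarization high; 0% = DMSO wells and 100% = 60 µM reference IDE inhibitor Ii1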
Target sequence (P14735 whole entry, looked up): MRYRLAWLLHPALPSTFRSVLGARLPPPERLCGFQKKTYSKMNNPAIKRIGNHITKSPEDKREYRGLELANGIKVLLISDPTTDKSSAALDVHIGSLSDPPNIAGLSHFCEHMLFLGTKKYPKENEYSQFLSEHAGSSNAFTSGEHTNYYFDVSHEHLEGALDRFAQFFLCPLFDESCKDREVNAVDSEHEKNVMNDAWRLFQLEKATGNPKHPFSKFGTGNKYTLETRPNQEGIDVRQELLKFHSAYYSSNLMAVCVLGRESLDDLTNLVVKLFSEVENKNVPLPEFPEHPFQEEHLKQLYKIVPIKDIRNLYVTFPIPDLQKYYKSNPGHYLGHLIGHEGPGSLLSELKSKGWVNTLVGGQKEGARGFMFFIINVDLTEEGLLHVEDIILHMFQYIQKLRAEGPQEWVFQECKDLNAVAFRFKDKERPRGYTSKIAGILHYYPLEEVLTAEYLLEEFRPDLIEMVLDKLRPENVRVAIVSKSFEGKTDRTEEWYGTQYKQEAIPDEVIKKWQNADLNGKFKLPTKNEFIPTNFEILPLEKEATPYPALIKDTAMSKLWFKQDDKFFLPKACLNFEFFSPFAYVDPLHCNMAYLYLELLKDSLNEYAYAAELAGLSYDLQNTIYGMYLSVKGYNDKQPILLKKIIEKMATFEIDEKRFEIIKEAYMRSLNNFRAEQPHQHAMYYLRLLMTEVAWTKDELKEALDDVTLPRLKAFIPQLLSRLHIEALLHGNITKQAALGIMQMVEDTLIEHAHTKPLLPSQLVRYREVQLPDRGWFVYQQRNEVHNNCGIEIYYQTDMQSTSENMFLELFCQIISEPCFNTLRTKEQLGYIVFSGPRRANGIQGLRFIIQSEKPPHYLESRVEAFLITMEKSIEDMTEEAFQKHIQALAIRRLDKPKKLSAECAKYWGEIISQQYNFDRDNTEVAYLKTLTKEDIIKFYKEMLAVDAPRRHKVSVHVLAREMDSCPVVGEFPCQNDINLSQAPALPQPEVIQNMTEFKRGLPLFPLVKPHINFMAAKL
M5 antag: human M5 muscarinic receptor antagonists, primary screen, CHO cells, Fluo-8 calcium fluorescence; Muscarinic acetylcholine receptor M5 (Homo sapiens), P08912; CHO-hM5 cells, ACh EC80; inhibition, % at 3 µM; actives 0.59% (n = 360,000); AID 624040, 2012;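 active = inhibition above a per-plate cutoff, the mean of that plate's test compounds plus 3 SD, cut at about 27% in these data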;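 note: 0% = acetylcholine EC80 with DMSO and 100% = DMSO without agonist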
CHRM5 PAM: human M5 muscarinic receptor positive allosteric modulators, primary screen, CHO-K1 cells, Fluo-8 calcium fluorescence | CHO-K1 hM5, ACh EC20 PAM; 0% = ACh EC20, 100% = ACh EC100 | activation, % at 3 µM | actives 0.3% (n = 360,000) | AID 624038, 2012;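 active = activation above the run cutoff, the mean activation of all test compounds plus 3 SD, cut at about 18% in these data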
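Measured by: Fluo-8 calcium fluorescence; material: human M5 receptor in CHO-K1 cells; schedule: Post-acetylcholine fluorescence recording 140 s; benchmarks: low control EC20 acetylcholine (0%), high control EC100 acetylcholine (100%); read-out: Max/basal fluorescence ratio as % of EC20–EC100 ACh window; compound: single dose, 3 µM nominal final test concentration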
CRFR2-BP antag: antagonists of CRF-BP/CRF-R2 complex, primary screen, cell-based, HEK293, calcium dye fluorescence, uHTS; CRF-induced calcium fluorescence; inhibition, % at 11.8 µM; actives 0.59% (n = 350,000); AID 588475, 2011;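 active = inhibition of the ligand-induced calcium signal above about 50% at the single tested concentration, limit read from the data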
The depositor's hits bear a star; x = not tested or not shown.

The first five compounds (preview)
SMILES	CHRM4 agonist	CRFBP-R2 agonist	CHRM5 agonist	CHRM4 PAM	M4 antag	IDE cell inh	M5 antag	CHRM5 PAM	CRFR2-BP antag
CC(C)Cn1cnc2c(c(-c3ccccc3)c(-c3ccccc3)n2Cc2ccco2)c1=N	13	-0.6	-6	-13	-4	4	12	-19	5
O=S(=O)(c1ccc(F)cc1)n1ccc(-c2cccc(OCc3ccc(Cl)cc3Cl)c2)n1	1	2.9	2	14	1	6	-7	6	-4
COc1cccc(C2C(C(=O)Nc3cccnc3)=C(C)Nc3nnnn32)c1OC (stereo unspecified)	1	0.7	4	1	7	7	-1	-1	-3
Cc1cccc(OCC(O)Cn2c(NCCCOC(C)C)nc3c2c(=O)[nH]c(=O)n3C)c1 (stereo unspecified)	1	-2.3	-2	-6	-7	3	0	-4	40
CCSCCNC(=O)c1cncc(Br)c1	0	0.8	-1	3	-9	1	2	-1	-18

This part in full, from the first entry:
SMILES	CHRM4 agonist	CRFBP-R2 agonist	CHRM5 agonist	CHRM4 PAM	M4 antag	IDE cell inh	M5 antag	CHRM5 PAM	CRFR2-BP antag
CC(C)Cn1cnc2c(c(-c3ccccc3)c(-c3ccccc3)n2Cc2ccco2)c1=N	13	-0.6	-6	-13	-4	4	12	-19	5
O=S(=O)(c1ccc(F)cc1)n1ccc(-c2cccc(OCc3ccc(Cl)cc3Cl)c2)n1	1	2.9	2	14	1	6	-7	6	-4
COc1cccc(C2C(C(=O)Nc3cccnc3)=C(C)Nc3nnnn32)c1OC (stereo unspecified)	1	0.7	4	1	7	7	-1	-1	-3
Cc1cccc(OCC(O)Cn2c(NCCCOC(C)C)nc3c2c(=O)[nH]c(=O)n3C)c1 (stereo unspecified)	1	-2.3	-2	-6	-7	3	0	-4	40
CCSCCNC(=O)c1cncc(Br)c1	0	0.8	-1	3	-9	1	2	-1	-18
Cc1nc2ccc(NC(=O)c3cccc(S(=O)(=O)N4CCOCC4)c3)cc2s1	7	-0.4	4	4	-10	4	-1	-8	116*
CC1CCN(C(=O)/C=C/c2ccc(C(C)(C)C)cc2)CC1	-1	-0.5	-6	-22	6	3	-6	-11	-25
COc1ccc(C(OC(=O)c2ccco2)C(=O)NC2CCCC2)cc1 (stereo unspecified)	1	-0.8	-1	2	0	-4	4	5	-9
O=C(Nc1ccc2c(c1)OCO2)C1CC(c2ccc(F)cc2)=NO1 (stereo unspecified)	1	-1.1	-4	7	1	1	0	-2	-3
CCOc1ccc(C2CC(=O)n3nc(C45CC6CC(CC(C6)C4)C5)nc3S2)cc1OC (stereo unspecified)	0	2.3	-2	1	4	12	-3	-1	-56
COc1ccc(CNC(=O)CN2C(=O)NC(c3ccccc3)(c3ccccc3)C2=O)cc1OC	0	0.4	2	0	0	x	11	-7	-13
CC(O)(c1ccc(F)c(F)c1)c1nc(-c2csc3ccccc23)cs1 (stereo unspecified)	1	x	-2	2	-15	x	-8	-4	x
CC(=O)c1ccc(S(=O)(=O)NCCC(=O)OCC(=O)NCCc2ccccc2)cc1	4	0.3	-5	-1	-19	-4	-5	-3	8
COc1ccccc1CNC(=O)c1ccoc1C	1	1.0	1	7	6	1	-13	8	-10
C[C@H](NC(=O)C1CC(=O)N(c2ccc3c(c2)OCCO3)C1)C(=O)NC1CCCC1 (stereo partly specified)	1	0.0	-5	-2	-1	1	3	-5	6

Grouped by structure, the entries above with two or more sulfur atoms.
SMILES	CHRM4 agonist	CRFBP-R2 agonist	CHRM5 agonist	CHRM4 PAM	M4 antag	IDE cell inh	M5 antag	CHRM5 PAM	CRFR2-BP antag
Cc1nc2ccc(NC(=O)c3cccc(S(=O)(=O)N4CCOCC4)c3)cc2s1	7	-0.4	4	4	-10	4	-1	-8	116*
CC(O)(c1ccc(F)c(F)c1)c1nc(-c2csc3ccccc23)cs1 (stereo unspecified)	1	x	-2	2	-15	x	-8	-4	x

The list goes on.
SMILES	CHRM4 agonist	CRFBP-R2 agonist	CHRM5 agonist	CHRM4 PAM	M4 antag	IDE cell inh	M5 antag	CHRM5 PAM	CRFR2-BP antag
N#C/C(=C\Nc1ccccc1SC(F)(F)F)c1nc(-c2ccc(Cl)cc2)cs1	1	1.6	1	-2	3	1	-2	4	-16
COc1ccc([C@@H]2CC=C(C(=O)O)[C@H](c3cccc(Cl)c3)N2S(=O)(=O)c2ccc(Cl)cc2)cc1	0	-0.2	-5	7	0	0	9	-6	2
C=CCN1C(=O)c2ccc(C(=O)Nc3ccccn3)cc2C1=O	0	1.2	2	5	2	0	-2	8	5
Cc1cc(C)n(CCOc2nonc2N)n1	2	0.3	2	8	-6	1	-5	5	10
COC(CNC(=O)C(=O)Nc1cc2c3c(c1)CCN3C(=O)CC2)OC	1	5.3	-1	2	0	0	2	1	27
O=C(Nc1ccc(S(=O)(=O)N2CCOCC2)cc1)c1ccc(Cl)cc1	10	0.4	5	0	-1	1	0	-4	-2
COc1ccc(CCNC(=O)c2cc3cccc(OC)c3oc2=O)cc1OC	2	0.1	-2	-2	-10	4	13	8	-3
COc1ccccc1N(CC(=O)NCc1ccccc1)S(=O)(=O)c1cccs1	12	-1.9	1	2	-31	x	-8	-5	9
CN1C(=O)c2ccccc2N(C)C1c1cccs1 (stereo unspecified)	1	-1.9	5	15	-5	2	-8	2	2
CNC(=O)c1[nH]cnc1C(=O)N[C@@H](C)C(=O)OCc1ccccc1	22	0.6	1	-3	-19	5	9	-18	-1
COc1cccc(C(=O)Nc2ccccc2N2CCN(C(=O)c3ccccc3)CC2)c1	13	0.7	2	-7	4	2	11	-14	-4
CC(=O)c1ccc(N2CCN(C(=S)Nc3cc(C)ccc3C)CC2)cc1	3	-0.9	0	-1	2	2	-5	-3	11
Cc1ccc(S(=O)(=O)N2CCOCC2)cc1C(=O)N1C(=O)c2cccc(N)c2C1=O	1	8.7	-1	27*	-26	-7	-5	3	-18
CC(OC(=O)CCN=C1NS(=O)(=O)c2ccccc21)C(=O)Nc1ccc(N(C)C)cc1 (stereo unspecified)	0	1.2	2	6	-4	-5	4	2	-7
CC(C)Oc1ccc(S(=O)(=O)N2CCOCC2)cc1NC(=O)c1ccc(Cl)c(S(=O)(=O)N2CCOCC2)c1	1	5.3	-1	7	-20	x	-13	2	-11
CN(C)S(=O)(=O)c1ccc(C(=O)Nc2cccc(S(=O)(=O)NC3=NCCC3)c2)cc1	1	-0.9	-2	0	3	-6	-1	-2	14
COC(=O)c1ccc(Cn2cc(Cl)cn2)cc1	0	0.0	-6	-2	-3	1	0	-4	-1
CCOc1ccccc1C=C1SC(=S)NC1=O	7	-0.6	4	1	-8	x	10	3	38
CCSC1(SCC)N=C(N)C2(C#N)C(c3ccccc3)NC(C)=CC12C#N (stereo unspecified)	1	2.6	3	5	6	2	3	0	12
CC1Cc2ccccc2N1CC(=O)Nc1cc(S(=O)(=O)N2CCOCC2)ccc1Cl (stereo unspecified)	6	-0.8	3	-1	0	x	7	-1	2
O=C(COC(=O)C1(c2ccccc2)CC1)NNC(=O)c1ccccc1F	1	1.4	1	4	-14	-2	3	0	-2
CCNC(=S)NNC(=O)C1CCCCC1	0	7.6	-2	8	2	0	-6	0	-2
Cc1cccc2cc(C#N)c(N3CCN(C)CC3)nc12	0	0.5	-4	-2	9	7	6	-5	-8
CCCSc1nc(NCc2ccco2)c2c3c(sc2n1)COC(C)(C)C3	-1	-1.1	4	43*	5	-4	-3	4	8
Cc1nnsc1Sc1ccccc1	1	0.1	-2	7	-1	1	-4	0	-1
CCc1ccc(N=c2c([N+](=O)[O-])nn(-c3ccc4c(c3)OCCO4)n2O)cc1	8	-0.1	-1	-5	3	3	2	-9	-19
COC(=O)[C@H](CC(C)C)NC(=O)N1CCCCC1C (stereo partly specified)	1	-1.1	-2	13	3	-3	5	1	5
CCOC(=O)c1cnc2ccc(C(=O)OC)cc2c1Nc1cccc(C(=O)O)c1	0	1.0	0	-4	6	4	1	7	-12
CCN(CC)C(=O)N1CCn2c(nc3ccccc32)C1	1	2.9	4	-5	-5	0	-1	-2	26
Cc1ccc(OCC(=O)N2CCc3ccccc32)cc1	0	-0.3	0	-1	-7	3	-2	1	-12
